UBC13 polyUb: blocks human UBC13 polyubiquitin chain formation. TR-FRET. inhibition, % at 20 µM. 0.47% of 330,000 active. AID 485273; in the data active = inhibition above about 45%, passing the limit was not always enough
Target sequence (P61088 whole entry, looked up): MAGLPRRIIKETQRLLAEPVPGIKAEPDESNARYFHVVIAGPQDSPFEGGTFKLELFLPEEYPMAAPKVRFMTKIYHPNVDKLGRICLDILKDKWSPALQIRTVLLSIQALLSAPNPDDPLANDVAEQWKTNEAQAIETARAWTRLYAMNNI
APJ antag: antagonists of human APJ apelin receptor; P35414; CHO-K1 APJ beta-arrestin complementation, luminescence; inhibition, % at 20 µM; 0.32% of 330,000 active; AID 2521;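 active = inhibition above about 40% at 20 µM, limit read from the data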;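 note: cells challenged with 10 nM apelin-13 agonist together with compound; plate controls were apelin-13 plus DMSO wells for no effect and DMSO wells lacking apelin-13 for full effect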
EBI2 antag: EBI2 (human) antagonism | EBI2 beta-arrestin recruitment, luminescence, 7a,25-OHC stimulated | inhibition, % at 5 µM | P32249 | 0.81% of 360,000 active; in the data active = inhibition above about 38%;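 note: enzyme fragment complementation signal reports receptor beta-arrestin coupling in cells; 0% = agonist plus DMSO wells and 100% = wells without agonist; some results beyond the cut were filed as inactive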
Target sequence (P32249 whole entry, looked up, the tested form may be a part): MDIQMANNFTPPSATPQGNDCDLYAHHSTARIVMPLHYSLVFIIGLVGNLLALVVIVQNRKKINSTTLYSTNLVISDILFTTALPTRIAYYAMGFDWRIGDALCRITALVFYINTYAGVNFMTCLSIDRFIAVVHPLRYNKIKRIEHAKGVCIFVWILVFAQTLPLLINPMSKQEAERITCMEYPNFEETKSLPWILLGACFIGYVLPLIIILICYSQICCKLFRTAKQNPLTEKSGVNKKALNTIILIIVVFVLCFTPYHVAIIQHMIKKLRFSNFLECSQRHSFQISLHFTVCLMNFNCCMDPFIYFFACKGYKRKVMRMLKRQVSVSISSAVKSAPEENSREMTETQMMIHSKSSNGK
CXCR6 block: inhibitors of human CXCR6 receptor; O00574; 0.36% of 360,000 active; CHO-K1 PathHunter CXCR6 beta-arrestin, luminescence; inhibition, % at 20 µM; in the data active = inhibition above about 34%, passing the limit was not always enough;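 note: antagonist mode with CXCL16 agonist at 10 nM final; 0% = 10 nM CXCL16 with DMSO and 100% = unstimulated wells without agonist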
CCR6 antagonist: CCR6 (human) receptor antagonism; inhibition, % at 20 µM; 0.49% of 340,000 active; CHO-K1 CCR6 PathHunter beta-arrestin, luminescence, CCL20-stimulated; AID 493098;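 active = compounds whose inhibition of the agonist-driven luminescence signal at 20 µM reaches about 50%, limit read from the data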;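 note: cells stimulated with CCL20 at 14 nM final; plate controls were DMSO with CCL20 for no effect and DMSO without agonist for full effect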
Target sequence (P51684 whole entry, looked up): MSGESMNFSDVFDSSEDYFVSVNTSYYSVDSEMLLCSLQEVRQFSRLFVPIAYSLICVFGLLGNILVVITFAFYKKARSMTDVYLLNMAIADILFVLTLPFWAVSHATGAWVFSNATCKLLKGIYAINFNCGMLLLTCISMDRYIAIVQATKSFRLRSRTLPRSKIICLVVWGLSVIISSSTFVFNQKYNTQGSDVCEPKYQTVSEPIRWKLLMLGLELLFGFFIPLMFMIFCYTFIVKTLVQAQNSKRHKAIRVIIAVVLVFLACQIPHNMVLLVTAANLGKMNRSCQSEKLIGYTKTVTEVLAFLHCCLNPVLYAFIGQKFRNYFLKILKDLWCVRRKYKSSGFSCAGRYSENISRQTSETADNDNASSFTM
697 NFkB inh: lowers PMA/ionomycin-induced NF-kB signal in 697 B cells | AID 435022 | inhibition, % at 4 µM | 697 B-cell NF-kB luciferase reporter, 16 h | 0.33% of 330,000 active; in the data active = inhibition above about 35%
Jurkat NFkB inh: inhibitors of the PMA/ionomycin-induced NF-kB reporter in Jurkat cells; AID 435003; 0.53% of 330,000 active; PMA/ionomycin-induced NF-kB luciferase reporter, luminescence; inhibition, % at 4 µM; in the data active = inhibition above about 50%
Gli-Sufu block: Gli-Sufu pathway antagonism | Sufu-KO-LIGHT fibroblasts, Gli luciferase reporter luminescence | inhibition, % at 5 µM | 0.74% of 340,000 active | AID 588413;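 active = inhibition above about 55%, limit read from the data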;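 note: 0% = DMSO-treated cells and 100% = wells with medium but no cells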
Starred values were filed as active, the others as inactive; / = no result given.

SMILES | UBC13 polyUb | APJ antag | EBI2 antag | CXCR6 block | CCR6 antagonist | 697 NFkB inh | Jurkat NFkB inh | Gli-Sufu block
COC(=O)C(C)Oc1cc(C)cc2oc(=O)c3c(c12)CCCC3 (configuration not stated) | 6 | -1 | 3 | 3 | -19 | 2 | -12 | -12
CCCC(=O)NC(Oc1ccc(OC)cc1)C(Cl)(Cl)Cl (configuration not stated) | 6 | -1 | 8 | 6 | 5 | -20 | -20 | -14
CC(=O)N1CCC2(CC1)CC(=O)c1cc(OCC(=O)N3CCN(C)CC3)ccc1O2 | 9 | -5 | -8 | -15 | 6 | -17 | 2 | -11
CSc1nc(C)c(Br)c(N2CC2)n1 | / | / | -16 | -2 | 6 | / | / | 4
CCOC(=O)C1(CCOc2ccccc2)CCN(Cc2ccccc2OC)CC1 | 5 | -11 | -4 | -6 | 17 | -10 | 11 | 34
CC(C)N1CCN(Cc2c[nH]c3ccccc23)CC1CCO (configuration not stated) | -3 | -14 | 3 | 0 | 1 | -4 | -11 | -3
CC(C)Cc1nc(N2CCNCC2)c(C#N)c2c1CCC2 | 6 | -5 | 2 | 0 | 14 | 19 | 13 | 9
COC(=O)C1=C(c2ccc(Cl)c(C(F)(F)F)c2)C[C@@H]2CC[C@H]1N2C(=O)NC(C)C | -2 | -3 | 6 | 5 | 9 | 17 | 5 | 9
Cc1nn(C)c(C)c1/C=C1/CC2C3CC=C4CC(O)CCC4(C)C3CCC2(C)C1=O (configuration not stated) | -8 | -4 | 1 | -4 | 18 | -18 | -7 | 1
NC(Cc1ccccc1)c1nc(-c2ccccc2)no1 (configuration not stated) | 6 | 11 | 1 | -2 | 9 | -11 | -32 | 2
Cc1ccc(S(=O)(=O)CC(=O)c2cc(C)c(OC(=O)N(C)C)c(C)c2)cc1 | 2 | -1 | -36 | -3 | 24 | -27 | -21 | 1
CC(C)(C)c1ccc(O)c(CN2CCN(c3ccccc3)CC2)c1 | 6 | 5 | 1 | -2 | 18 | 9 | 1 | 10
O=C1NC(=O)N(c2ccc(Br)cc2)C(=O)/C1=C/c1ccsc1 | -24 | -2 | 1 | 5 | 6 | 1 | -11 | -5
O=c1[nH]c(=S)n(CCC2=CCCCC2)c(O)c1/C=N/N1CCOCC1 | 4 | 14 | -12 | 11 | 17 | 1 | 9 | -4
CCC(=O)OC1CCC2C3CCC4CC(=O)C=CC4(C)C3CCC12C (configuration not stated) | / | / | 13 | -6 | 7 | / | / | 7
CCCCn1c(=O)c(C(=O)Nc2cccc(C)c2)c(O)c2ccccc21 | 23 | -13 | 7 | -9 | -14 | -5 | 7 | -8
Clc1ccc2nc3c(c(-c4ccccc4)c2c1)CNCC3 | 9 | -15 | -1 | 5 | 6 | 20 | -2 | 0
Cc1nc2ccccc2c(=O)n1-c1ccccn1 | -6 | 4 | -5 | -8 | -2 | 14 | 11 | -25
O=C(c1ccc(CS(=O)(=O)c2ccccc2)o1)N1CCC2(CC1)OCCO2 | 10 | 8 | -8 | -8 | 5 | 14 | 15 | -2
CSc1nc(N)c(N=Nc2ccc([As](=O)(O)O)cc2)c(=O)[nH]1 | -20 | 15 | -2 | 10 | 7 | 4 | -9 | 16
CSc1ncc(Cl)c(C(=O)O)n1 (tested in a mixture with another compound) | -2 | 6 | -24 | -3 | 8 | 14 | -15 | 2
COc1ccc(CCNCc2ccc(Br)cc2)cc1OC | 3 | 22 | -3 | -7 | 23 | 0 | -7 | 27
C=CCN1C(=O)/C(=C/c2cc(C)n(-c3cccnc3)c2C)C(=O)NC1=S | / | / | 4 | -7 | 4 | / | / | -17
CCOc1ccccc1N1C(=O)NC(=O)/C(=C/c2ccc3c4c(cccc24)CC3)C1=O | 30 | 17 | -6 | -3 | 7 | 3 | -3 | -72
COc1ccc(CNC(=O)CCC(=O)N2C[C@H]3C[C@H](C2)c2cccc(=O)n2C3)cc1OC | 9 | -51 | -8 | 2 | -2 | -26 | -12 | 0

Continued.
SMILES | UBC13 polyUb | APJ antag | EBI2 antag | CXCR6 block | CCR6 antagonist | 697 NFkB inh | Jurkat NFkB inh | Gli-Sufu block
CC(Cc1ccccc1)NC(=O)NC(C)Cc1ccccc1 (configuration not stated) | -9 | 0 | 4 | 15 | 14 | -80 | -69 | 10
C[C@H]1[C@@H](OS(=O)(=O)O)C[C@@H]2C[C@H]([C@@H](O)c3cc(=O)[nH]c(=O)[nH]3)NC3=NC[C@H]1N32 | / | / | -1 | 7 | 15 | / | / | 76*
CNC(=O)ON(C(=O)NC)C1N(C)C(=S)SC1(C)C (configuration not stated) | 3 | -13 | -2 | 2 | 9 | 11 | -3 | -3
Cn1c(O)c(C(c2ccccn2)c2c(O)n(C)c(=S)n(C)c2=O)c(=O)n(C)c1=S | -22 | -4 | -3 | 4 | -1 | 3 | -3 | -1
CC(Cc1ccccc1)NC(=O)C(c1ccc(N)cc1)c1ccc(N)cc1 (configuration not stated) | 5 | 7 | 3 | -5 | 1 | 7 | -2 | 42
Nc1c(C(=O)NCCN2CCOCC2)c2nc3ccccc3nc2n1Cc1ccccc1 | -1 | 12 | 74* | -2 | 0 | 2 | -4 | 2
CCC1([N+](=O)[O-])COP(N)(=O)OC1 (configuration not stated) | / | / | 0 | -2 | 3 | / | / | 7
COC(=O)C1=C(c2ccc(C(C)=O)cc2)C[C@@H]2CC[C@H]1N2C(=O)N1CCC(O)CC1 | -5 | 6 | 4 | 1 | -3 | 13 | -6 | -3
Cc1ccc(N2C(=O)NC(=O)/C(=C\c3cc(C)n(-c4cc(C(=O)O)cc(C(=O)O)c4)c3C)C2=O)cc1 | -15 | 10 | -3 | 9 | 13 | 10 | 9 | 10
Cc1cccc(CSc2nc3c(cc2C#N)CN(C)CC3)c1 | 4 | 14 | -8 | -2 | -9 | 9 | 2 | 9
O=C1CC(=O)N(Cc2ccccc2)C(=S)N1 | 7 | 8 | -6 | -2 | 1 | 6 | 5 | -6
CC(C(N)=O)N1CC(c2ccc(Cl)cc2)CC1=O (configuration not stated) | 4 | 25 | -9 | 11 | -1 | 15 | 7 | 7
CN1CCCN(C(=O)COc2ccccc2)CC1 | -2 | 17 | 1 | 7 | 8 | -20 | -3 | 3
CCN1C[C@]2(COC)CC[C@H](O)[C@@]34C5C[C@@H]6[C@@H](OC)C[C@@](O)(C5[C@H]6O)[C@](O)([C@@H](OC)C23)[C@@H]14 (some centres not stated) | -15 | -76 | -2 | 3 | -9 | 2 | -8 | 0
CN1CCc2c(c(N3CCCCC3)nc3n[nH]c(N)c23)C1 | -7 | -8 | -9 | -2 | 13 | 1 | 1 | 3
C/C(=N\NC(=O)c1ccncc1)c1c(O)n(-c2ccccc2)c(=O)[nH]c1=O | -4 | -29 | 2 | -11 | -3 | 12 | 8 | 1
CCCOC(=O)C1C2c3ccccc3C(c3ccccc32)C1C(=O)O (configuration not stated) | -14 | -29 | -5 | -1 | -3 | 3 | -15 | 8
Cc1ccccc1OP(N)(=O)Oc1ccccc1C | 1 | 13 | 4 | 4 | 5 | 11 | -1 | 4
O=C(COC(=O)Cc1ccccc1)NCCNC(=O)COC(=O)Cc1ccccc1 | 2 | 5 | -1 | -8 | 3 | -22 | -20 | -10
Oc1ccc2c3c1O[C@H]1c4[nH]c5ccccc5c4C[C@@]4(O)[C@@H](C2)N(CC2CC2)CC[C@]314 | 17 | -8 | 0 | -2 | 19 | 18 | 10 | 5
O=C(CCc1ccc(O)cc1)N1C[C@H]2C[C@@H](C1)c1cccc(=O)n1C2 | 4 | 11 | -3 | -2 | -7 | 1 | -8 | 5
CCN(CC)c1ccc(CN2CC=C(c3ccc(F)cc3)CC2)cc1 | 20 | 10 | 1 | -11 | 6 | -9 | -1 | 2
Cc1cc(OCC(=O)NCc2ccc(S(N)(=O)=O)cc2)c2c3c(c(=O)oc2c1)CCC3 | 6 | -26 | -2 | -5 | 2 | 10 | 14 | -11
CCC(C)N1C(=O)NC(=O)C2(Cc3cc(C)ccc3N(C)C2)C1=O (configuration not stated) | -6 | -4 | 3 | -3 | 0 | 7 | 2 | 1
O=C1NC(=S)NC(=O)C1Cc1ccccc1 | / | / | -1 | 6 | 5 | / | / | 8

A different layout for some results above:
canonical_smiles,UBC13 polyUb,APJ antag,EBI2 antag,CXCR6 block,CCR6 antagonist,697 NFkB inh,Jurkat NFkB inh,Gli-Sufu block
CC(Cc1ccccc1)NC(=O)NC(C)Cc1ccccc1 (configuration not stated),-9,0,4,15,14,-80,-69,10
CCOc1ccccc1N1C(=O)NC(=O)/C(=C/c2ccc3c4c(cccc24)CC3)C1=O,30,17,-6,-3,7,3,-3,-72
O=C1NC(=O)N(c2ccc(Br)cc2)C(=O)/C1=C/c1ccsc1,-24,-2,1,5,6,1,-11,-5
CCCCn1c(=O)c(C(=O)Nc2cccc(C)c2)c(O)c2ccccc21,23,-13,7,-9,-14,-5,7,-8
COC(=O)C1=C(c2ccc(Cl)c(C(F)(F)F)c2)C[C@@H]2CC[C@H]1N2C(=O)NC(C)C,-2,-3,6,5,9,17,5,9
Cc1nn(C)c(C)c1/C=C1/CC2C3CC=C4CC(O)CCC4(C)C3CCC2(C)C1=O (configuration not stated),-8,-4,1,-4,18,-18,-7,1

Other structures:
SMILES | UBC13 polyUb | APJ antag | EBI2 antag | CXCR6 block | CCR6 antagonist | 697 NFkB inh | Jurkat NFkB inh | Gli-Sufu block
c1ccc(C(CN2CCCCC2)c2ccccc2)cc1 | / | / | 13 | 4 | 8 | / | / | 6
S=C(NCCc1ccccc1)NCCc1cnc[nH]1 | -4 | 8 | 10 | -4 | 3 | -25 | -17 | -5
CC(=NCCN1CCCCC1)c1c(O)n(-c2ccccc2)c(=O)[nH]c1=O | -2 | 1 | -5 | -2 | -7 | -28 | -36 | 5
N#CCCn1cc(C(=O)Nc2ccc([N+](=O)[O-])cc2)c(-c2ccc3c(c2)OCCO3)n1 | -1 | -1 | 5 | -1 | 6 | -15 | -14 | 8
O=c1[nH]c(=O)n(Cc2ccco2)c(O)c1C=NCCN1CCNCC1 | 8 | 19 | 4 | 3 | 0 | 6 | -16 | 6
COc1ccc(CN2CCN(Cc3ccccc3F)CC2)cc1 | 3 | -1 | 3 | 2 | 7 | 9 | 0 | 11
CCCC(C)C1C(C#N)=C(N)Oc2c1c(=O)oc1ccccc21 (configuration not stated) | 10 | -4 | 7 | -7 | 2 | 13 | 0 | 10
CCOC(=O)CSCCOc1ccc(C=C2C(=O)NC(=O)NC2=O)cc1OC | -25 | 7 | 1 | -9 | -4 | -3 | -9 | 4
CCCSP1(=S)NCCCO1 (configuration not stated) | -7 | -6 | -1 | -10 | -17 | -20 | 2 | 0
Oc1ccc2c3c1OC1c4[nH]c5ccccc5c4C[C@@]4(O)C(C2)N(CC2CC2)CC[C@]314 (some centres not stated) | 0 | 13 | 0 | 8 | 9 | 31 | 13 | 9
Cc1cccc(C#N)c1 | -7 | -2 | 6 | 4 | 3 | 16 | 10 | -10
CCN1C[C@]2(CO)CC[C@H](OC)[C@@]34C5C[C@H]6[C@H](OC)C5[C@](O)(C[C@H]6OC)[C@@](O)(C(OC)C23)[C@@H]14 (some centres not stated) | -1 | 0 | -3 | 4 | -2 | 10 | -4 | -1
CCN1CCN(c2ccc([N+](=O)[O-])cc2C#N)CC1 | -9 | -6 | -2 | -4 | 11 | 14 | 1 | 0
CCCc1nnc(NC(=O)CCC(=O)N2CCC3(CC2)OCCO3)s1 | 7 | 7 | -6 | 0 | -7 | 18 | 0 | 1
CC(C)Cc1nnc(NC(=O)CCC(=O)N2CCN(CCOC(c3ccccc3)c3ccccc3)CC2)s1 | -5 | -5 | -3 | -11 | 10 | 11 | 1 | 4
CC(=O)Nc1ccc(OCCF)cc1 | 10 | 4 | 3 | -5 | 10 | 12 | 15 | -6
CCC(=O)OC(Cc1ccccc1)(c1ccccc1)C(C)CN(C)C (configuration not stated) | / | / | 1 | 0 | -4 | / | / | -13
CCC(=NCc1ccco1)c1c(O)n(-c2ccccc2)c(=O)[nH]c1=O | 11 | 27 | 16 | 5 | 21 | 7 | -18 | 11
O=C(CN1CCOCC1)c1cccc2ccccc12 | 1 | 0 | -14 | 2 | 14 | -4 | 1 | 2
C/C(=N\Nc1ccccc1)c1c(O)n(-c2ccccc2)c(=O)[nH]c1=O | 1 | -19 | -10 | 3 | -5 | 18 | 13 | 3
COC(=O)C1=C(c2cccc(OCc3ccccc3)c2)C[C@@H]2CC[C@H]1N2C(=O)NCCOc1ccc(OC)cc1 | 4 | 4 | 34 | 5 | 17 | -12 | -2 | 11

These rows are one share of the data; rates above refer to the full screens.
